Screens (PubChem)
Hsp70 activator: Hsp70 transcriptional activators, primary screen, cell-based, HeLa, Hsp70 promoter luciferase, luminescence, 10 µM | actives 0.04% (n = 200,000) | AID 1203, 2008 | activation, % at 10 µM | HeLa Hsp70 promoter luciferase reporter; scaled: vehicle 0, proteasome-inhibitor control 100%;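 active means activation above the mean across all tested compounds plus 3 SD, cutoff set per campaign, cut at about 5.5% in these data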;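 further: 100% = MG132 at 30 µM as the positive control and 0% = DMSO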
Efa HMGR inh: inhibitors of E. faecalis class II HMGR, primary screen, biochemical, Enterococcus faecalis; HMG-CoA reductase (Enterococcus faecalis, mvaE); purified E. faecalis HMGR, NADPH absorbance 340 nm kinetic; inhibition, % at 10 µM; actives 0.41% (n = 190,000);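 active means inhibition above a set limit, the median over all tested compounds plus 3 SD, cut at about 9.5% in these data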;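 further: enzyme runs in reverse so mevalonate oxidation gives rising NADPH absorbance; 0% = complete reaction with DMSO and 100% = background rate lacking mevalonate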
STAT3 act: IL-6 driven STAT3 reporter potentiators, primary screen, U3A cells, luciferase, luminescence, MLSCN library; IL-6 STAT3-luciferase reporter; 100% = signal with IL-6 EC80 alone; activation (% of control), % at 5.6 µM; actives 0.91% (n = 190,000);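 active means activation above the screen-wide mean of compound activation plus 3 SD, cut at about 130% in these data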;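 further: 0% = background luminescence of wells with medium and substrate only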
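Material: human U3A cells carrying STAT3-luciferase construct. Measured by: reporter luminescence signal. Timing: compound 1 h, then IL-6 6 h at 37 °C.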
STAT3 blocker: IL-6 driven STAT3 reporter inhibitors, primary screen, U3A cells, luciferase, luminescence, MLSCN library. actives 0.89% (n = 190,000). IL-6 STAT3-luciferase reporter; host cell line lacks STAT1. inhibition, % at 5.5 µM;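 active means inhibition above the mean inhibition across all screened compounds plus 3 SD, cut at about 44% in these data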;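 further: 0% = DMSO only wells and 100% = 100 µM nifuroxazide control wells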
STAT1 blocker: STAT1 signaling inhibitors, primary screen, cell-based, HTS, luciferase reporter; NIH 3T3 STAT1-luciferase reporter, IFN-gamma, luminescence; inhibition, % at 5.5 µM; actives 0.35% (n = 200,000); AID 920, 2007;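 active means inhibition above a set limit, the mean inhibition across all tested compounds plus 3 SD, cut at about 34% in these data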;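 further: 0% = IFN-gamma with DMSO and 100% = IFN-gamma with 300 µM nifuroxazide; values of inactives mirror those of a sister screen read the other way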
APP 5'UTR act: activators of APP 5'UTR luciferase reporter, primary screen, SH-SY5Y cells; SH-SY5Y APP 5'UTR luciferase reporter, luminescence; zero percent = DMSO vehicle wells; activation, % at 2 µM; actives 1% (n = 190,000); AID 1276, 2008;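 active means activation above a set limit, based on mean plus 3 SD of controls, cut at about 140% in these data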; further: values of inactives mirror those of a sister screen read the other way
TLR4 MyD88 comp: inhibitors of TLR4-MyD88 association in cells, primary screen, cell-based, HeLa CL3-4, BLA complementation, FRET ratio; Toll-like receptor 4 (Homo sapiens) + Myeloid differentiation primary response protein …; HeLa CL3-4 TLR4/MyD88 BLA complementation; inhibition, % at 8.4 µM; actives 0.18% (n = 200,000); in the data active means inhibition above about 25%;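 further: 0% = vehicle and 100% = reference inhibitor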
Target sequence (O00206 whole entry, looked up): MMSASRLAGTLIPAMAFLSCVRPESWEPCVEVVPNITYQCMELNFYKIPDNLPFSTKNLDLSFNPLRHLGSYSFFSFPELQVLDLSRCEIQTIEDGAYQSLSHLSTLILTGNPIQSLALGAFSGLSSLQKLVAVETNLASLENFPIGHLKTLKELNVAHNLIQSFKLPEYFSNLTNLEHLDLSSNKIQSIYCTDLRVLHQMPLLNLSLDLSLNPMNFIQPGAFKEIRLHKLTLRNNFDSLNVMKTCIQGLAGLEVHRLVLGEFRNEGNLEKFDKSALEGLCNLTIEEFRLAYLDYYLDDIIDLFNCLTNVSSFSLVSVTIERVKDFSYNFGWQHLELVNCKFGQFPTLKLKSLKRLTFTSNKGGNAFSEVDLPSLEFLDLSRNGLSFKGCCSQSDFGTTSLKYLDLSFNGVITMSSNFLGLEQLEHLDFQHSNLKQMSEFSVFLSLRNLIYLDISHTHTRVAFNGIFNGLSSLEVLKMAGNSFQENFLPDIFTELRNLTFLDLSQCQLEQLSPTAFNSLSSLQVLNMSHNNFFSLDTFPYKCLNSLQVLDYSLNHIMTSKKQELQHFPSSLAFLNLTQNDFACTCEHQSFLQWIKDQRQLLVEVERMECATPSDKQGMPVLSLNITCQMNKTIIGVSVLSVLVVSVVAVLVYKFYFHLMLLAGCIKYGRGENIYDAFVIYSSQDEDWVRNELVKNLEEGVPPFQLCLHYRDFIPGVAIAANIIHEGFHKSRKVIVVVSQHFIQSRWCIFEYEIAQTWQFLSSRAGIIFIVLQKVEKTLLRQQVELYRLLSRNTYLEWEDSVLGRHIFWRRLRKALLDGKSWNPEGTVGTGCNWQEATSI
Target sequence (Q99836 whole entry, looked up): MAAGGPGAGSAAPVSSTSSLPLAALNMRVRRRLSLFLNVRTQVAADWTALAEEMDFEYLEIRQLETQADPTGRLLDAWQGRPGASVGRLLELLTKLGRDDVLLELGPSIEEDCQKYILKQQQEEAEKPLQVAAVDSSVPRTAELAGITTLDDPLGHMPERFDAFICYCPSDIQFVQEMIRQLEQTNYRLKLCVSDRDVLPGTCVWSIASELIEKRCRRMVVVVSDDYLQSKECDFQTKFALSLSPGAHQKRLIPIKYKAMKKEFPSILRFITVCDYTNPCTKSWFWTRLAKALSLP
STAT1 act: STAT1 signaling activators, primary screen, cell-based, HTS, luciferase reporter; AID 932, 2007; actives 2.6% (n = 200,000); NIH 3T3 STAT1-luciferase reporter, IFN-gamma, luminescence; 100% = IFN-gamma alone, no compound; activation (% of control), % at 5.5 µM;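 active means activation above the screen-wide mean activation plus 3 SD, cut at about 130% in these data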;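 further: raw ratio to IFN-gamma control signal so 100% means no change and 0% no light; values of inactives mirror those of a sister screen read the other way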
NF-kB expr up: activators of NF-kB expression in neurons, primary screen, cell-based, HTS. human neuronal cells, NF-kB reporter expression; hits give high values. fold change at 12.5 µM. actives 1.6% (n = 190,000). AID 1239, 2008; in the data active means fold change above about 3.3
Redox H2O2 prof: compounds producing H2O2 with reducing agent – biochemical, NIH compound library profiling, artefact control for MLSCN library redox annotation, primary screen. DTT-dependent redox cycling H2O2, phenol red/HRP absorbance; 100% = 100 µM peroxide control, 0% = buffer. activation, % at 10 µM. actives 0.03% (n = 200,000). AID 878, 2007;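 active means activation of at least 50% relative to the plate's high and low controls in the primary single-dose screen; inactive means activation below 50%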;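 further: compound incubated with DTT at 0.8 mM final as the reducing agent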
Starred values were filed as active, the others as inactive; . = no result given. Not a hit list, and some 5.6% of all compounds hit somewhere here.

The opening seven compounds as a preview:
Order of values: STAT3 act, Hsp70 activator, STAT1 blocker, APP 5'UTR act, STAT3 blocker, STAT1 act, Efa HMGR inh, Redox H2O2 prof, TLR4 MyD88 comp, NF-kB expr up
- Cc1ccc(/C=N\NC(=O)Cn2nnc3ccccc32)o1
    100.2, -0.3, -8.0, -14.8, 7.3, 107.4, -2.0, 0.4, -1.6, 1.02
- Cc1ccc(S(=O)(=O)CC(=O)N2CCCCCC2)cc1
    107.5, -0.3, -8.3, -7.3, -9.0, 107.7, -8.3, 2.9, 3.1, 1.31
- CCOc1ccc(Nc2nc3c(c(=O)[nH]2)CCC3)cc1
    99.1, -0.3, 0.0, 20.9, 5.1, 100.0, -1.4, 3.0, -9.4, 1.13
- O=c1c(C=Nc2cccc(C(F)(F)F)c2)c[nH]n1-c1cccc(Cl)n1
    94.4, -0.1, 5.9, 3.2, 17.6, 94.7, -3.1, 1.6, 14.3, 1.32
- CC(=O)NS(=O)(=O)c1ccc(NC(=O)/C=C/c2cn(-c3ccccc3)nc2-c2ccccc2)cc1
    104.9, -0.3, 11.8, 2.1, -10.6, 89.2, -7.5, 0.1, 13.3, 1.01
- COCCCn1c(SCC(=O)c2ccccc2)nc2ccccc2c1=O
    90.9, 0.1, 6.3, -15.6, 20.8, 93.6, -3.1, -0.7, 14.4, 0.78
- C=CCOC(=O)CSCC(NC(=O)OC(C)(C)C)C(=O)OCC (configuration not stated)
    98.4, -0.3, 3.1, 0.7, 13.1, 97.2, -10.2, 1.9, 11.6, 0.93

All compounds of this part (from the top)
Order of values: STAT3 act, Hsp70 activator, STAT1 blocker, APP 5'UTR act, STAT3 blocker, STAT1 act, Efa HMGR inh, Redox H2O2 prof, TLR4 MyD88 comp, NF-kB expr up
- Cc1ccc(/C=N\NC(=O)Cn2nnc3ccccc32)o1
    100.2, -0.3, -8.0, -14.8, 7.3, 107.4, -2.0, 0.4, -1.6, 1.02
- Cc1ccc(S(=O)(=O)CC(=O)N2CCCCCC2)cc1
    107.5, -0.3, -8.3, -7.3, -9.0, 107.7, -8.3, 2.9, 3.1, 1.31
- CCOc1ccc(Nc2nc3c(c(=O)[nH]2)CCC3)cc1
    99.1, -0.3, 0.0, 20.9, 5.1, 100.0, -1.4, 3.0, -9.4, 1.13
- O=c1c(C=Nc2cccc(C(F)(F)F)c2)c[nH]n1-c1cccc(Cl)n1
    94.4, -0.1, 5.9, 3.2, 17.6, 94.7, -3.1, 1.6, 14.3, 1.32
- CC(=O)NS(=O)(=O)c1ccc(NC(=O)/C=C/c2cn(-c3ccccc3)nc2-c2ccccc2)cc1
    104.9, -0.3, 11.8, 2.1, -10.6, 89.2, -7.5, 0.1, 13.3, 1.01
- COCCCn1c(SCC(=O)c2ccccc2)nc2ccccc2c1=O
    90.9, 0.1, 6.3, -15.6, 20.8, 93.6, -3.1, -0.7, 14.4, 0.78
- C=CCOC(=O)CSCC(NC(=O)OC(C)(C)C)C(=O)OCC (configuration not stated)
    98.4, -0.3, 3.1, 0.7, 13.1, 97.2, -10.2, 1.9, 11.6, 0.93
- O=C(COC(=O)c1cccc([N+](=O)[O-])c1)c1ccc(OCc2ccccc2)cc1
    105.3, -0.1, -3.1, 29.7, -7.6, 102.7, -3.0, -0.2, 3.5, 0.9
- CC(C)(C)NC(=O)/C=C/c1cccc(C(F)(F)F)c1
    99.8, -0.2, 1.1, 11.2, -2.3, 101.2, -3.9, -0.5, 4.3, 1.05
- CCn1cc(C(=O)OCC(=O)c2cc(C)n(-c3cccc(C(F)(F)F)c3)c2C)c(=O)c2ccc(C)nc21
    109.0, -0.4, -7.8, 9.8, -12.3, 107.1, 0.6, 0.3, -0.8, 0.84
- Cc1ccc(NC2CC(=O)N(Cc3ccccc3)C2=O)cc1 (configuration not stated)
    98.7, -0.4, -0.2, 13.8, 1.8, 100.2, -1.8, -0.3, -10.1, 1.15
- COc1ccccc1C1CC(c2c(-c3ccccc3)c3cc(Cl)ccc3[nH]c2=O)=NN1S(C)(=O)=O (configuration not stated)
    95.1, 1.6, -0.9, 2.0, 10.0, 100.9, 0.1, 2.8, -15.4, 0.53
- Cn1c(=O)c2cn(-c3ccc4c(c3)OCCO4)cc2n(C)c1=O
    104.9, 0.2, -8.1, -1.3, 1.6, 107.4, 3.4, -1.4, 7.7, 1.43
- O=C(CSCc1ccc([N+](=O)[O-])cc1)Nc1ccc(S(=O)(=O)N2CCCCCC2)cc1
    102.0, -0.3, 0.8, 7.4, -3.9, 99.2, -1.5, 1.5, -5.5, 0.88
- Cc1ccc(C)c(N2CCN(C(=O)c3ccc(Cn4c(=S)[nH]c5ccc(N6CCOCC6)cc5c4=O)cc3)CC2)c1
    115.2, -0.2, -12.1, 51.4, -12.4, 113.1, 3.2, 0.0, -2.8, 1.36
- COc1ccc(CCN=C(N)NS(=O)(=O)c2ccc(OC)cc2)cc1
    99.6, -0.1, 4.4, -17.5, 2.7, 96.0, -3.3, 0.3, 2.5, 0.83
- N#Cc1cc(-c2ccccc2)cnc1Sc1ccccc1
    113.7, 1.3, -7.7, ., -10.7, 106.9, -0.4, 1.4, 3.8, 1.8
- O=C(N/N=C/c1c[nH]c2ccccc12)c1cc(-c2ccccc2)n[nH]1
    86.7, -0.4, -3.2, -6.8, 17.6, 102.9, -5.5, 0.6, -1.7, 0.54
- N#Cc1c(-c2ccccc2)nc(SCc2nc(N)nc(N3CCCCC3)n2)[nH]c1=O
    98.9, -0.2, -4.1, 5.8, 4.0, 103.7, -2.4, 3.1, -3.5, 0.96
- COc1ccc(CC(=O)Nc2cc(S(=O)(=O)N3CCCCC3)ccc2C)cc1OC
    75.0, -0.2, 19.0, 0.9, 33.7, 82.8, -0.7, -1.1, 1.9, 0.74
- COC(=O)c1sc2ccccc2c1-n1cccc1C(=O)C(=O)Nc1ccc(OC)cc1
    106.0, -0.1, -0.7, -16.1, -6.2, 100.6, -5.2, -3.9, -5.9, 0.77
- COc1cc(/C=C(\C#N)C(=O)Nc2ccc(SC(F)F)cc2)cc(OC)c1OC
    102.4, 0.6, 2.8, ., -4.6, 97.4, 2.2, 0.1, 7.6, 1.16
- Cc1ccc(C(=O)NC2CCSC2=O)cc1 (configuration not stated)
    98.5, -0.2, 0.8, ., 8.5, 99.2, -0.1, 0.1, -10.6, 1.27
- COc1ccc(/C=C2/CCc3ccccc3C2=O)cc1OC
    89.4, 0.0, 2.4, 100.8, 16.4, 97.9, -0.7, -0.1, -4.8, 3.43*
- O=[N+]([O-])c1ccc(N2CCN(S(=O)(=O)c3ccc4ccccc4c3)CC2)cc1NCC1CCCO1 (configuration not stated)
    98.2, 0.0, -2.3, -0.2, -0.3, 102.1, -0.9, 1.6, -19.5, 1.03
- CC1=CC(C)(C)N=C(Nc2nc(C)c3cc(C)cc(C)c3n2)N1
    99.7, -0.3, 17.3, 2.3, 5.4, 85.1, -1.1, 0.3, -16.3, 1.84
- c1ccc2c(c1)[nH]c1c(N3CCN(C4CCCCC4)CC3)ncnc12
    123.1, -0.5, 15.2, 4.9, -19.7, 86.1, -2.2, -2.3, 14.5, 0.6
- O=C(CSc1ccc(-c2cccc([N+](=O)[O-])c2)nn1)N1CCCC1
    95.9, 0.0, -12.6, 16.9, 9.5, 108.3, 5.3, -0.1, -11.0, 1.11
- COC(=O)c1ccccc1NC(=O)CN(c1ccccc1)S(=O)(=O)N(C)C
    97.8, -0.3, 0.3, 2.5, 6.0, 99.7, -0.4, -3.9, -15.9, 1.05
- CC(=O)Nc1cc(OC(=O)c2ccco2)cc(OC(=O)c2ccco2)c1
    93.9, -0.4, 0.1, 4.0, 10.6, 99.9, 4.6, 1.1, -9.6, 1.11

Just APP 5'UTR act, for some of the entries so far:
canonical_smiles | APP 5'UTR act
O=[N+]([O-])c1ccc(N2CCN(S(=O)(=O)c3ccc4ccccc4c3)CC2)cc1NCC1CCCO1 (configuration not stated) | -0.2
COc1ccc(CCN=C(N)NS(=O)(=O)c2ccc(OC)cc2)cc1 | -17.5
Cc1ccc(C)c(N2CCN(C(=O)c3ccc(Cn4c(=S)[nH]c5ccc(N6CCOCC6)cc5c4=O)cc3)CC2)c1 | 51.4

(list continues)
Order of values: STAT3 act, Hsp70 activator, STAT1 blocker, APP 5'UTR act, STAT3 blocker, STAT1 act, Efa HMGR inh, Redox H2O2 prof, TLR4 MyD88 comp, NF-kB expr up
- O=c1c2ccccc2nc(-c2ccco2)n1-c1nc2ccccc2s1
    107.3, -0.2, 8.4, 3.9, -4.3, 92.3, -0.5, 0.7, -10.6, 0.85
- c1ccc(-c2csc(N3CCN(c4ccccn4)CC3)n2)cc1
    95.1, 0.1, -24.5, 29.1, 8.6, 122.6, -7.0, 4.2, -13.1, 2.09
- Cc1cccc(OCC(=O)NCc2cc(C)nc3ccccc23)c1
    96.9, -0.1, 20.4, -21.1, 6.0, 79.7, 5.0, 0.2, -1.6, 1.04
- COc1ccc(C(NC(=O)C(C)C)c2c(O)ccc3ccccc23)cc1OC (configuration not stated)
    102.0, -0.2, 1.4, ., -2.1, 98.8, 2.1, -0.4, -13.7, 1.11
- COc1ccc(CSc2n[nH]c(C)n2)cc1Br
    101.2, 0.3, -7.4, 28.5, 1.2, 106.8, 3.2, 1.6, -10.2, 1.2
- CC(C)(O)CC[C@@H](O)[C@](C)(O)[C@H]1CC[C@@]2(O)C3=CC(=O)[C@@H]4C[C@@H](O)[C@@H](O)C[C@]4(C)C3CC[C@]12C (some centres not stated)
    ., 0.1, -0.5, 29.1, ., 99.3, 0.8, 0.3, 0.5, 1.22
- CC(=O)N1N=C(c2ccncc2)OC12CCCC2
    105.8, -0.1, -6.2, -18.1, -5.5, 105.7, -5.7, -1.5, 3.6, 0.92
- CC(Nc1nc(N2CCCC2)nc2ccccc12)c1ccccc1 (configuration not stated)
    99.6, -0.1, -0.4, -1.2, 4.1, 100.4, -2.5, 0.7, 11.0, 0.8
- COc1ccccc1OCC(=O)Nc1cccc(N(C)S(C)(=O)=O)c1
    102.8, 0.2, 3.1, -55.5, 4.4, 97.2, -1.2, 0.4, 3.0, 1.29
- CN(Cc1ccc(F)cc1)C(=O)c1cc(COc2ccc(F)cc2F)on1
    94.8, 0.0, 2.4, -17.9, 10.3, 96.3, -0.9, -1.1, -14.8, 1.28
- COc1ccccc1N1CCN(C(=O)c2cc3c(-c4ccc(Cl)cc4)nn(C)c3s2)CC1
    145.7*, 0.0, 4.8, 20.5, -51.0, 95.7, -12.5, -1.0, 15.2, 0.61
- CCCCCOc1ccc(Cl)cc1CN1CCOCC1
    111.5, -0.2, -7.6, 16.4, -5.3, 107.0, -8.5, 0.5, -10.1, 0.99
- O=C(Nc1ccccc1N1CCCC1)c1ccco1
    101.5, 0.0, -7.4, -3.2, 4.3, 106.7, -5.1, 2.2, -12.0, 1
- c1c2c(cc3sc(N4CCCCC4)nc13)OCO2
    53.1, -0.3, 10.7, 206.5*, 62.1*, 90.3, -3.5, -0.4, 13.7, 3.82*
